Bioassay records (PubChem BioAssay)
Ec RNAP inh = E. coli RNAP inhibitors, biochemical | DNA-directed RNA polymerase subunit beta (Escherichia coli (strain K12)), P0A8V2 | E. coli RNA polymerase, fluorescence transcription assay | inhibition, %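 (tested at 10 µM)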 | hit rate 0.2% among 62,000 | AID 559, 2006; in the data active = inhibition above about 20%;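 note: 0% = enzyme without compound and 100% = no enzyme blank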
CatB mixtures = cathepsin B inhibitors from pooled compounds, primary screen, biochemical, compound mixtures, AMC fluorescence; P07858; Purified cathepsin B, AMC dipeptide fluorescence; inhibition, %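 (ten-compound pools at 5 µM per compound and 50 µM total)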; hit rate 0.06% among 62,000; AID 488, 2006; in the data active = inhibition above about 22%, passing the limit was not always enough;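 note: 0% = enzyme without compound and 100% = no enzyme blank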
AP ELISA ortho = alternative complement pathway inhibitors, primary screen, biochemical, ELISA, human serum, orthogonally pooled compounds; LPS-coated ELISA, C3 deposition; tested in compound mixtures; inhibition, % at 5 µM; hit rate 0.08% among 62,000; AID 1235, 2008;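 active = inhibition above 30% in each of the two pooled mixtures holding the compound, so the lower value exceeds 30%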;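 note: 0% = serum in Mg-EGTA without compound and 100% = EDTA serum blank; some compounds past the cut are filed as inactive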
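Test system: human serum complement alternative pathway, C3 deposition onto LPS / Medium: Mg2+-EGTA GVB++ buffer containing human serum at 1:15 dilution / Probe or stimulus: Plate-bound LPS / Times: 1 h at 37 °C / Signal: ELISA with HRP anti-human C3 antibody, TMB substrate, absorbance 450 nm / Measure: percent inhibition / Repeats: two pool placements per compound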
MKP-1 inh = MKP-1 phosphatase inhibitors, primary screen, biochemical, in vitro. recombinant MKP-1, OMFP hydrolysis fluorescence. inhibition, %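 (compounds tested at a single concentration somewhere between 10 and 100 µM)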. hit rate 0.15% among 65,000;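 active = inhibition above about 50%, limit read from the data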;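 note: 0% = DMSO max control wells and 100% = wells with enzyme stopped by NaOH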
Target sequence (P28562 whole entry, looked up): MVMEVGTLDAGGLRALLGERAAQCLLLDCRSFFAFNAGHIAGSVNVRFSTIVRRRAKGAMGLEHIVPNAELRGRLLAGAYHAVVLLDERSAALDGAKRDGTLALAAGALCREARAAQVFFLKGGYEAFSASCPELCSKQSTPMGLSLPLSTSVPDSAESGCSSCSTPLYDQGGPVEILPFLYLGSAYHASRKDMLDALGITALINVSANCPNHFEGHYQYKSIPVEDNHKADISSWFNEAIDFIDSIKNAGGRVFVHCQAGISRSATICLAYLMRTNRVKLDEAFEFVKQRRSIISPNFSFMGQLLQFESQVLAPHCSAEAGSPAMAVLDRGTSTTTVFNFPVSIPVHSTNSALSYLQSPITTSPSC
Ecoli tolC = growth inhibitors of E. coli tolC mutant, primary screen, strain BW25113 ΔtolC::kan, 384-well; hit rate 2.2% among 65,000; AID 573, 2007; growth inhibition, % at 10 µM (by protocol); OD615;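 active = growth inhibition at or above a cutoff equal to the mean over every tested compound plus 3 SD, cut at about 60% in these data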;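 note: growth measured after 20 h incubation at 37 °C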
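Signal: optical density read at 615 nm; Assay system: E. coli ΔtolC::kan strain BW25113; Times: 20 h incubation with compound, 37 °C; Dosing: 10 µM final, single dose.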
CatB inh = human cathepsin B inhibitors, primary screen, biochemical, fluorogenic substrate; AID 453, 2006; inhibition, %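 (tested at 10 µM)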; P07858; purified cathepsin B, fluorescence; hit rate 0.1% among 63,000; in the data active = inhibition above about 21%;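 note: 0% = enzyme with no compound and 100% = no enzyme blank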
Hsp90 block = tumor Hsp90 inhibitors, primary screen, cell lysate, fluorescence polarization, NCI-N417 lysate. Heat shock protein HSP 90-alpha (Homo sapiens), P07900. Cy3B-geldanamycin FP displacement. inhibition, % at 30 µM. hit rate 0.35% among 64,000. AID 429, 2006;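 active = inhibition above 50%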;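 note: 0% = tracer plus lysate wells and 100% = tracer alone without lysate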
Cdc25B block = inhibitors of Cdc25B phosphatase catalytic domain, primary screen, biochemical, OMFP fluorescence; recombinant Cdc25B, OMFP fluorescence Ex485/Em525; inhibition, %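 (compounds tested at 10 µM final in the well)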; hit rate 0.1% among 65,000; AID 368, 2006; in the data active = inhibition above about 50%
D1 mod = D1 CRE-luciferase signal change, two-sided – cell-based, HEK293 D1, dopamine EC30, D1 allosteric modulator project, primary screen; D(1A) dopamine receptor (Homo sapiens), P21728; dopamine EC30 potentiation; actives deviate in either direction; B-score at 10 µM; hit rate 5.9% among 58,000;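 active = luminescence count or its row- and column-corrected plate score outside the 99.7% band of the plate's sample wells, on either side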
Target sequence (P21728 whole entry, looked up): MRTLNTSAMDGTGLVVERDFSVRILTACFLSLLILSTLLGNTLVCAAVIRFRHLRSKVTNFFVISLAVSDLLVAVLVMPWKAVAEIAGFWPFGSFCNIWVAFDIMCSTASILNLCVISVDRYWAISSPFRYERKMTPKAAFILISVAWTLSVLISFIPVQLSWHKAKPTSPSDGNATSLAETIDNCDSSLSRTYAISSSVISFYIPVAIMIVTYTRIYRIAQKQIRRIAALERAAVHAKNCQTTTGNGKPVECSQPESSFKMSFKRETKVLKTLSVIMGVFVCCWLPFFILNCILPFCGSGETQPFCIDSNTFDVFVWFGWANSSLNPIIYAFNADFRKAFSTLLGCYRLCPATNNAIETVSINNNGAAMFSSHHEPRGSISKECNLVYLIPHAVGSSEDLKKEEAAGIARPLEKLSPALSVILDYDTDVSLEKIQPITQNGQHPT
Starred values were filed as active, the others as inactive; x = no result given.

SMILES	Ec RNAP inh	CatB mixtures	AP ELISA ortho	MKP-1 inh	Ecoli tolC	CatB inh	Hsp90 block	Cdc25B block	D1 mod
COc1ccc(C(=O)OCCN2C(=O)c3ccccc3C2=O)cc1	3	0	10	-2	26	4	-3	-11	1.2
O=C(Nc1ccc(F)cc1)C1CCN(c2nnnn2-c2ccccc2)CC1	0	29	14	23	2	-5	0	2	-0.54
COc1cccc(-c2ccc(=O)n(CC(=O)Nc3cc4c(cc3NC(C)=O)OCCO4)n2)c1	-1	2	19	7	-13	0	-6	-5	-0.33
CCC(=O)N1c2ccccc2-c2nnc(SC)nc2OC1c1ccc(N(C)C)cc1 (stereo not drawn)	-1	1	8	35	1	0	2	-8	2
C=CCN(C(=O)Nc1ccc(F)cc1)C1CC(=O)N(c2ccc(OC)cc2)C1=O (stereo not drawn)	4	-7	17	-4	1	3	-2	-13	x
Cc1c(NC(=O)C(C)Sc2nc3ccccc3c(=O)n2CCO)c(=O)n(-c2ccccc2)n1C (stereo not drawn)	5	5	11	-13	-16	-5	-4	0	0.26
CCc1ccc(N2CC(C(=O)Nc3cc(C)ccc3F)CC2=O)cc1 (stereo not drawn)	-4	0	5	-4	10	4	1	8	-0.37
COc1ccccc1NC(=O)c1ccc(C)s1	3	2	15	6	14	1	-7	-13	-0.31
CN(Cc1ccccc1)Cc1c[nH]c2ccccc12	9	0	0	-41	11	10	-5	-24	-4.5*
CC(=O)c1ccc(N2C(=NC(=O)C(C)C)SC3CS(=O)(=O)CC32)cc1 (stereo not drawn)	x	9	-1	-15	-11	3	-4	0	-0.33
COc1ccc(OC)c(/C=N/c2oc(-c3ccco3)c(-c3ccco3)c2C#N)c1	12	7	8	-4	12	1	55*	8	9.5*
Cn1cc(Cl)c(-c2nc3ccccc3[nH]2)n1	7	-1	0	21	-16	-2	-2	-6	x
CC(C)(C)NC(=O)CSc1n[nH]c(=O)n1-c1ccccc1	4	2	14	-11	-18	4	-1	2	-1.2
CC(=O)c1ccc(OCC(O)CN2CCN(Cc3ccc4c(c3)OCO4)CC2)cc1 (stereo not drawn)	7	2	4	-4	-6	-5	-4	-3	0.017
COc1ccc2c(c1)sc1nc(-c3ccccc3)cn12	11	6	4	-5	99*	0	2	5	-7.3*
CC(C)[C@H](NC(=O)Nc1cccc(C(F)(F)F)c1)C(=O)O	11	4	3	-42	-18	3	-1	-12	-1.3
Cc1ccc2nc(Nc3nc(C)cc(C(F)(F)F)n3)nc(C)c2c1	-6	-5	12	6	-9	-4	2	-10	-0.17
COc1cc(-c2noc(CCCC(=O)NCc3ccco3)n2)cc(OC)c1OC	6	5	-3	-18	3	4	-2	-9	-0.0051
COC(=O)c1c(NC(=O)c2ccco2)sc(C)c1C	6	4	8	-11	-6	4	-3	4	0.47
O=C(O)c1cc2c([nH]c1=O)CCCC2	5	4	4	-1	-43	-4	3	5	0.76
O=C(CSc1nnc(CN2CCOCC2)n1-c1ccccc1)Nc1ccc(Cl)cc1	5	3	-5	1	3	1	-2	-24	-0.29
Cc1ccc(S(=O)(=O)N2CCCC(C(=O)O)C2)s1 (stereo not drawn)	3	6	14	8	-6	2	-1	4	0.57
Cc1cccc2cc(CN(Cc3cccs3)C(c3nnnn3C3CCCC3)C(C)C)c(=O)[nH]c12 (stereo not drawn)	2	9	-11	18	25	2	1	3	2.2
CC(O)CCc1nc2ccc(C(=O)O)cc2[nH]1 (stereo not drawn)	-2	-4	11	2	-10	-4	3	-2	-0.9

A few values from the entries so far.
Hsp90 block result of Cc1ccc(S(=O)(=O)N2CCCC(C(=O)O)C2)s1 (stereo not drawn) is entered as -1
MKP-1 inh result of COc1ccc2c(c1)sc1nc(-c3ccccc3)cn12 is entered as -5

The listing continues.
SMILES	Ec RNAP inh	CatB mixtures	AP ELISA ortho	MKP-1 inh	Ecoli tolC	CatB inh	Hsp90 block	Cdc25B block	D1 mod
COc1ccccc1N1CCN(C(c2ccc(Cl)cc2)c2nnnn2C(C)(C)C)CC1 (stereo not drawn)	9	6	-8	-5	66*	-2	4	4	-0.67
Oc1ccc(C=NCC2COc3ccccc3O2)cc1 (stereo not drawn)	6	4	-5	7	9	-1	x	4	x
Cn1cccc1Cc1nnc(SCC(=O)Nc2cccc(Cl)c2)n1-c1ccc(F)cc1	7	-4	9	6	42	1	-5	-4	0.76
COc1cc(C2C3C(=O)N(Cc4ccccc4)C(=O)C3ON2c2ccccc2)cc(OC)c1OC (stereo not drawn)	4	2	2	-2	17	-1	1	-2	-0.52
CC(=O)NC1=NC(=O)/C(=C/N2CCCCC2)S1	7	9	6	7	x	-3	-1	4	-1.3
Cc1nn(Cc2ccc(F)cc2)c(C)c1NC(=O)c1noc2c1CCCCC2	4	-1	3	6	29	3	-1	0	0.18
Cc1c([C@H]2[C@@H](CC#N)C2(C)C)c2ccccc2n1C	12	x	x	-28	7	2	4	8	x
COC(=O)c1ccc(NC(=O)c2sc3nc(-c4ccccc4)cn3c2C)cc1	8	-1	6	35	-5	-2	0	-26	-0.59
Cn1cccc1C(=O)OCC(=O)Nc1cc(C(C)(C)C)nn1-c1ccccc1	6	3	-20	24	5	12	0	-7	x
Cc1cc(C)c(C)c(S(=O)(=O)Nc2ccccc2C(=O)NCCCn2ccnc2)c1C	6	-3	4	15	42	0	x	1	0.37
CCOC(=O)C(NCc1ccc2c(c1)OCO2)(NC(=O)CC)C(F)(F)F (stereo not drawn)	2	2	-1	1	-14	8	-3	5	0.26
COc1ccc(C2C(C(=O)Nc3ccc(F)cc3)=C(C)Nc3nc(CCCO)nn32)cc1 (stereo not drawn)	1	0	10	0	1	2	0	-8	0.54
COC(=O)C1CCN(C(=O)CCCOc2ccccc2)CC1	7	2	-9	8	1	5	2	-15	-2.4
Cc1nc2ccccc2c(=O)n1NC(=O)c1ccc(F)cc1Cl	-1	6	14	4	-19	-2	-2	-4	-0.99
CCCCSc1c(C)c2cc3c(cc2[nH]c1=O)OCO3	1	2	13	3	8	1	-6	-3	1.1
CC1CCCN(C(=O)Cn2c(-c3nonc3N)nc3ccccc32)C1 (stereo not drawn)	9	6	2	-5	-15	6	-1	8	0.091
COc1cccc(C2C(C#N)=C(N)OC(C(C)(C)C)=C2C#N)c1 (stereo not drawn)	11	7	-1	-17	-19	6	1	-1	-0.087
CC1CN(C2CCN(C(=O)COc3ccccc3)CC2)CC(C)O1 (stereo not drawn)	-4	x	x	-17	-5	2	-8	-13	0.22
Cc1ccc(S(=O)(=O)c2c(N)n(C)c3nc4ccccc4nc23)cc1	-18	-5	-1	-11	22	-7	-6	2	8.8*
CCCC(C)c1nnc(NC(=O)C2CCCO2)s1 (stereo not drawn)	4	0	2	6	-8	2	-6	0	-0.64
Cc1c(NC(=O)CSc2ccccc2C(=O)Nc2cccnc2)c(=O)n(-c2ccccc2)n1C	0	2	24	0	-18	1	-2	6	-0.2
Cc1ccn2cc(-c3ccc(S(=O)(=O)N4CCOCC4)cc3)nc2c1	-11	-9	13	10	-12	-10	0	-12	0.68
CCC(=O)Nc1cc(-c2nn(C)c(=O)c3ccccc23)ccc1N1CCCCC1	4	x	x	-13	7	1	-1	-37	x
CN1CCN(C(c2cccc(C(F)(F)F)c2)c2nnnn2Cc2ccccc2)CC1 (stereo not drawn)	5	2	-3	-3	10	-1	-2	-19	-0.00066
Cc1cccc(NC(=O)C(NS(=O)(=O)c2ccc3c(c2)CCC(=O)N3)c2ccccc2)n1 (stereo not drawn)	8	4	17	6	12	8	-3	-3	x
CCOC(=O)C1=C(C)NC(C)=C(C(=O)OCC)C1c1cc2ccc(C)cc2[nH]c1=O	8	5	8	24	35	3	-6	11	0.35
CSc1ccccc1C(=O)N1CCOCC1	12	3	4	4	-15	2	-2	4	x
COc1ccc(S(=O)(=O)N2CCC(C(=O)N3CCOCC3)CC2)cc1	4	-1	8	x	0	1	x	x	-0.64
CCN(CC)CCNc1nc2c(c(=O)[nH]c(=O)n2C)n1CCOc1ccccc1	0	x	x	-16	1	9	-1	18	0.16
CC(Sc1ccccc1)C(=O)Nc1ccc(S(=O)(=O)N2CCOCC2)cc1 (stereo not drawn)	0	-2	6	2	18	3	-8	-11	0.18
CC1CCc2nc(NC(=O)C3CCCO3)sc2C1 (stereo not drawn)	7	4	-4	9	6	4	-9	-3	-4.6*
CCCCCn1c(CN2CCN(Cc3ccccc3)CC2)nc2c1c(=O)n(C)c(=O)n2C	9	-1	-3	18	-3	5	0	-5	0.54
O=C(c1c[nH]c2ccc(S(=O)(=O)N3CCOCC3)cc2c1=O)N1CCN(c2ccccn2)CC1	-1	0	7	-20	-14	5	-2	-4	x
CCCn1c(C(C)NC(C)=O)nc2ccccc21 (stereo not drawn)	5	1	17	12	-17	2	-5	0	-0.38
CC(=C1C(=O)c2ccccc2C1=O)N1CCc2ccccc2C1	6	5	13	8	1	-5	-12	-2	0.61
CN(Cc1ccccc1)c1nc2c(c(=O)[nH]c(=O)n2C)n1CCCSc1ncccn1	x	6	11	25	14	5	-1	5	x

Compound profiles, from the list above. Values in the order: Ec RNAP inh, CatB mixtures, AP ELISA ortho, MKP-1 inh, Ecoli tolC, CatB inh, Hsp90 block, Cdc25B block, D1 mod
Listed for `CCN(CC)CCNc1nc2c(c(=O)[nH]c(=O)n2C)n1CCOc1ccccc1` : 0, x, x, -16, 1, 9, -1, 18, 0.16
Listed for `Cc1cccc(NC(=O)C(NS(=O)(=O)c2ccc3c(c2)CCC(=O)N3)c2ccccc2)n1` (stereo not drawn) : 8, 4, 17, 6, 12, 8, -3, -3, x
Listed for `CC(=C1C(=O)c2ccccc2C1=O)N1CCc2ccccc2C1` : 6, 5, 13, 8, 1, -5, -12, -2, 0.61

Next compounds
SMILES	Ec RNAP inh	CatB mixtures	AP ELISA ortho	MKP-1 inh	Ecoli tolC	CatB inh	Hsp90 block	Cdc25B block	D1 mod
CSCC[C@H](NC(=O)OC(C)(C)C)c1nnc(SCc2ccccc2)o1	-1	-3	13	8	20	-4	0	-14	-0.88
O=C(c1cccs1)c1coc2ccc(O)c(CN3CCOCC3)c12	-1	-6	17	4	6	-5	3	-9	18*
CN(Cc1ccccc1)S(=O)(=O)c1ccc2[nH]c(=O)oc2c1	0	1	18	6	7	-1	-1	-12	0.41
CC1CN(S(=O)(=O)c2ccc(C(=O)Nc3sc4c(c3C(N)=O)CCN(C)C4)cc2)CC(C)O1 (stereo not drawn)	6	-5	4	34	-8	1	-4	-2	x
COc1ccc(C2C3=C(Nc4ncnn42)c2ccccc2CCC3)cc1 (stereo not drawn)	4	-4	-8	4	34	0	x	4	0.8
C=CCOC(=O)C(C#N)c1nc2ccccc2nc1N1CCN(c2ccccc2OCC)CC1 (stereo not drawn)	9	x	x	-13	9	3	-4	18	3.1
CCN1CCCC1CN(Cc1cc2cc(OC)ccc2[nH]c1=O)C(=O)NCc1ccccc1 (stereo not drawn)	-1	1	11	-7	-2	3	1	4	-1.4
Cc1cccc(N2CCN(C(=O)CCCn3c(=S)[nH]c4cc5c(cc4c3=O)OCO5)CC2)c1C	2	-1	13	7	34	2	-1	-14	0.99
COc1ccc(C2CC(=O)N3C(=C2C#N)SCC3(O)c2ccccc2)cc1 (stereo not drawn)	4	5	9	10	26	2	-3	-10	0.5
CS(=O)(=O)c1nc(-c2ccccc2)cc(C(F)(F)F)n1	-1	0	13	0	20	0	x	-8	4.1*
